GPR35 antagonists – inhibition of zaprinast-stimulated GPR35 beta-arrestin translocation – imaging, U2OS, beta-arrestin-GFP, zaprinast agonist, primary screen (AID 2058); 0.052% of 290,000 active; U2OS GPR35 beta-arrestin-GFP translocation imaging, zaprinast antagonism; higher % means a stronger effect; inhibition, % at 10 µM; hits with a dose series show IC50 in µM;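 active = inhibition of at least 50% with at least 30 cells and total cytoplasm GFP at most 10,000,000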
GPR55 antagonists – GPR55 antagonists blocking LPI-driven arrestin recruitment, primary screen, imaging, U2OS, beta-arrestin-GFP, LPI agonist (AID 2013); 0.13% of 290,000 active; U2OS GPR55 beta-arrestin-GFP translocation imaging, LPI antagonism; higher % means a stronger effect; inhibition, % at 10 µM, or IC50 in µM where a hit was titrated;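 active = spots per cell inhibited over 60%, with over 100 cells counted and total cytoplasm intensity under 500,000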;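 also: U2OS cells stably carrying GPR55 and arrestin-GFP stimulated by 5 µM LPI near EC80; imaged beta-arrestin-GFP aggregate spots per cell after agonist stimulation; plate controls were LPI-stimulated DMSO wells for no effect and DMSO wells without LPI for full effect; some results filed as inactive read as strong as hits; confirmed hits need IC50 under 10 µM and bright autofluorescent wells are also inconclusive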
GPR55 activation – selective activators of receptor GPR55 – imaging, U2OS cells, beta-arrestin-GFP redistribution, primary screen (AID 1961); U2OS GPR55 beta-arrestin-GFP redistribution imaging; higher % means a stronger effect; activation, % at 10 µM; hits with a dose series show EC50 in µM; 0.048% of 290,000 active;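 active = activation above 40% with more than 50 cells counted in the well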;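 also: U2OS osteosarcoma cells stably expressing GPR55 and beta-arrestin-GFP; plate controls were DMSO negative control for no effect and LPI positive control for full effect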
T cell HTS – modulates CD8 T cell binding to vesicles; 2C CD8+ T cell-vesicle binding, flow cytometry; active compounds read low; AID 2052; calls only at 7 µM; 0.068% of 330,000 active;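 active = response, share of CD8 T cells binding vesicles, and their 90th percentile fluorescence all below set limits, cut at about 80% in these data, passing the limit was not always enough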
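material = purified 2C TCR transgenic mouse naive CD8+ T cells | controls = Unloaded micro-vesicles (low), QL9 vesicles with 0.7% DMSO (high) | detection = cytometric PE anti-B7-1 and Alexa647 anti-CD8 signals after 1% paraformaldehyde fixation | incubation = binding step 1.5 h, 37 °C, antibody labelling 20 min, ice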
West Nile virus CPE – West Nile virus antiviral activity, cell-based, CPE readout (AID 1621) | CPE inhibition, % at 10 µM, or IC50 in µM where a hit was titrated | West Nile virus-infected cells, CPE inhibition; higher % means a stronger effect | 0.02% of 290,000 active; in the data active = a potency from the dose series; also: strong numbers were not always called active
KOR beta-arrestin-1 – kappa opioid receptor activators – cell-based, luminescence, uHTS, primary screen (AID 1777); activation, % at 10 µM; hits with a dose series show EC50 in µM; 0.02% of 280,000 active; KOR beta-arrestin recruitment, luminescence; higher % means a stronger effect; in the data active = activation above about 50%, passing the limit was not always enough; also: a part of the inactive calls stands beside numbers as strong as those of hits
NTR1 agonist – agonists of NTR1, primary screen, imaging, U2OS cells, beta-arrestin-GFP, high content (AID 493036); P30989; NTR1-U2OS beta-arrestin-GFP spot imaging, agonist mode; activation, % at 20 µM; 0.17% of 330,000 active;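 active = activation at or above 40% of the spot to cytoplasm intensity ratio, with at least 20 cells analyzed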;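 also: 0% = DMSO without peptide and 100% = 100 nM NTR1 peptide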
Target sequence (P30989 whole entry, looked up): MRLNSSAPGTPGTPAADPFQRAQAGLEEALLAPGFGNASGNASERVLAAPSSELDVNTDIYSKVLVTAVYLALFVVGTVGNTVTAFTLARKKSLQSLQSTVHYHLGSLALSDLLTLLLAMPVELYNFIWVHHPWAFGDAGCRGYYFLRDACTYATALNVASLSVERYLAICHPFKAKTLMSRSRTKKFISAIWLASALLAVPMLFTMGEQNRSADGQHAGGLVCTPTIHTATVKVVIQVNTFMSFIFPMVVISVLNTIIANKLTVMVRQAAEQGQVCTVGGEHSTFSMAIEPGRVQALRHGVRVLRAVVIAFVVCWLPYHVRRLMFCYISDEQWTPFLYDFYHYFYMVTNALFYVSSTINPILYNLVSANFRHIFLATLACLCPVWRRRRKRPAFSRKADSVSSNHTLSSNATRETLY
Salmonella PhoP GFP – PhoP-dependent GFP reporter repression – Salmonella Typhimurium, primary screen (AID 1863); S. Typhimurium PhoP-regulated promoter GFP reporter, 4 h; higher % means a stronger effect; inhibition, % at 50 µM; hits with a dose series show IC50 in µM; 0.16% of 300,000 active;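 active = inhibition over 29.93%, a cutoff 3 SD above the screen mean, later confirmed by dose response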;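 also: 0% = low Mg2+ inducing control and 100% = high Mg2+ repressing control; strong numbers were not always called active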
KOR beta-arrestin-2 – KOR antagonists, beta-arrestin recruitment, cell-based, luminescence, uHTS (AID 1778); KOR beta-arrestin recruitment, luminescence, antagonist mode; higher % means a stronger effect; inhibition, % at 10 µM; hits with a dose series show IC50 in µM; 0.091% of 290,000 active; in the data active = inhibition above about 50%; also: strong numbers were not always called active
T cell HTS vesicle-bound % – also measured in T cell HTS; calls as there; double positive events, %; measured here: CD8+ vesicle-bound cell fraction;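 binding gate set so that unloaded-vesicle control wells show 10% double positive cells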
NTR1 agonist cell count 20 µM – also measured in NTR1 agonist; calls as there; cell count; measured here: cell count, cytotoxicity flag
* hit, by the source's call; i = inactive; · = not tested or not shown; [ ] = another dose, or the depositor's remark.

SMILES | GPR35 antagonists | GPR55 antagonists | GPR55 activation | T cell HTS | T cell HTS vesicle-bound % | West Nile virus CPE | KOR beta-arrestin-1 | NTR1 agonist | NTR1 agonist cell count 20 µM | Salmonella PhoP GFP | KOR beta-arrestin-2
Cc1ccc(N(CC(=O)N/N=C/c2ccco2)S(=O)(=O)c2ccccc2)cc1 | -0.1% | -3.6% | -0.2% | i | 47.5 | -0.8% | 3.4% | 0.2 | 48 | 34.5% | -35.9%
COc1ccc(F)cc1S(=O)(=O)Nc1ccc2c(c1)OCO2 | 4.0% | 7.7% | 0.2% | i | 43.5 | -0.2% | -1.4% | 1.2 | 52 | 0.1% | -15.1%
N#Cc1ccccc1OCC(O)CS(=O)(=O)c1ccccc1 (stereo unspecified) | -24.6% | 3.4% | -0.1% | i | 1.4 | 1.1% | 0.0% | -0.5 | 33 | 3.0% | -51.4%[20 µM]
Cc1cc([N+](=O)[O-])nn1CC(=O)Nc1ccc(F)cc1 | -1.6% | 0.9% | 0.1% | i | 53.7 | -0.2% | -0.8% | 3.0 | 65 | -5.2% | -14.7%[20 µM]
O=C(COC(=O)C1CC1)Nc1ccc2[nH]c(=O)[nH]c2c1 | 7.5% | -1.1% | 0.5% | i | 54.8 | -0.3% | -5.4% | 0.6 | 67 | 0.8% | 2.2%[20 µM]
Cc1ccc(C)c(-n2nnnc2SCC(=O)c2c(N)n(C)c(=O)n(C)c2=O)c1 | 3.6% | -14.3% | -0.2% | i | 36.4 | 0.1% | 3.1% | 2.3 | 58 | 0.1% | -41.6%
Nc1c2c(nc3ccccc13)N(C1CCCCC1)CC2 | -8.2% | 5.0% | 1.1% | i | 27.4 | -0.3% | 0.1% | -1.0 | 86 | 17.7% | 10.2%
N#Cc1nc(Cc2ccccc2)oc1N1CCN(c2cccc(Cl)c2)CC1 | -16.8% | -0.4% | 0.2% | i | 39.4 | -0.5% | 4.6% | 0.0 | 54 | 6.2% | -5.1%
CSc1nccc(Oc2cccc(C#N)c2)n1 | 2.7% | 0.6% | 0.1% | i | 60.1 | -1.1% | -2.4% | -0.3 | 101 | 2.8% | ·
COc1ccc(/C(O)=C2/C(=O)C(=O)N(CC3CCCO3)C2c2ccc(O)c(OC)c2)cc1 (stereo unspecified) | 1.1% | 14.3% | 0.2% | i | 52.4 | 0.0% | 0.4% | 0.3 | 36 | 6.6% | 7.0%
CCOC(=O)C1=C(C)Nc2sc(C(=O)c3ccc(C)cc3)c(N)c2C1c1ccc(C(=O)OC)cc1 (stereo unspecified) | -8.4% | 7.0% | 0.1% | i | 36.7 | -0.6% | -1.4% | 1.5 | 81 | 12.0% | 7.5%
O=C(NC(=S)Nc1ccc(S(=O)(=O)NC2CCCCC2)cc1)c1cccs1 | 22.7% | 14.4% | -0.2% | i | 21.1 | -1.1% | -0.1% | 14.5 | 46 | 1.2% | -6.7%
COc1cc(/C=N/Nc2nc(N3CCCC3)nc(N3CCCC3)n2)ccc1OCc1ccccc1F | 3.8% | 26.9% | -0.1% | i | 34.5 | 0.1% | 1.0% | 4.5 | 67 | -5.1% | -7.8%
CCN(CC)c1ccc(N=Nc2ncn[nH]2)cc1 | -1.2% | 6.0% | -0.2% | i | 43.1 | -0.1% | -3.1% | 0.2 | 42 | -3.2% | 22.6%
N#Cc1c2n(c3c(=O)n(CC(=O)c4ccc([N+](=O)[O-])cc4)cnc13)CCCCC2 | 0.0% | 12.0% | -0.2% | i | 28.7 | 0.0% | -1.2% | 3.1 | 42 | 7.3% | 24.6%
Cc1[nH]c(=O)[nH]c1CN1CCCCC1 | 10.5% | -6.8% | -0.1% | · | · | -0.1% | 2.6% | -1.0 | 78 | -9.2% | -28.6%
CCCCC(=O)N/N=C(\C)CC(=O)Nc1cc(Cl)ccc1OC | -10.7% | 4.1% | 0.5% | i | 27.5 | · | -1.0% | -2.7 | 50 | 7.9% | -0.1%
COc1ccccc1C(=O)N1CCN(S(=O)(=O)Cc2ccccc2)CC1 | 8.7% | -5.1% | 1.2% | i | 18.3 | -0.1% | 1.7% | 1.2 | 86 | -2.9% | 13.6%
CCSc1nc2cc(OC)c(OC)cc2c(=O)n1CC | 10.4% | -4.3% | -0.1% | i | 16.4 | 0.2% | -5.5% | 2.0 | 47 | 4.5% | 32.6%
Cc1ccc(C2CC(=O)N3CN(c4ccc(Br)cc4)CSC3=C2C#N)o1 (stereo unspecified) | 6.5% | 7.5% | -0.1% | i | 27.0 | -0.3% | 7.8% | -1.0 | 54 | -4.5% | 22.3%
O=C(NNC(=S)NC(=O)c1cccnc1)c1ccc(Cl)cc1 | 5.7% | -0.2% | 0.0% | i | 27.9 | -0.2% | -2.4% | 0.0 | 73 | -6.7% | 14.8%
COc1ccc(C(=O)Oc2cccc(/C=N/NC(N)=S)c2)cc1 | -3.1% | -4.4% | -0.2% | i | 58.6 | -0.4% | 3.9% | 1.4 | 72 | -10.8% | -64.1%
CC(C)CNC(=O)c1ccccc1NC(=O)CN(c1ccc2c(c1)OCCO2)S(C)(=O)=O | -3.2% | 11.4% | -0.2% | i | 13.9 | -0.1% | -5.4% | 1.6 | 60 | -8.1% | 37.3%
CCOc1cc(OCC)cc(C(=O)NCc2ccco2)c1 | 8.0% | -1.7% | -0.3% | i | 48.5 | -0.5% | -4.2% | 1.4 | 62 | -1.2% | -0.3%[20 µM]
O=C(C1CCN(CC2CC=CCC2)CC1)N(CCc1ccccc1)Cc1ccccc1 (stereo unspecified) | 11.3% | 21.7% | 0.1% | i | 35.7 | -1.2% | 1.6% | -0.6 | 48 | 2.4% | -23.6%
COc1cccc(NC(=O)NCCCCc2ccccc2)c1 | 8.4% | 12.4% | 0.0% | i | 9.3 | -0.5% | -1.0% | 0.9 | 68 | -8.2% | 10.0%
Cc1cc(C)nc(NS(=O)(=O)c2ccc(NC(=O)CSc3nc(-c4ccccc4)c(C#N)c(=O)[nH]3)cc2)n1 | -8.5% | 2.4% | 0.2% | i | 43.6 | 0.4% | -3.1% | 0.2 | 40 | 2.4% | -6.2%
Nc1nonc1-n1nnc(C(=O)N/N=C/c2ccc(OCc3ccccc3)cc2)c1CNc1ccccc1 | 10.5% | 9.2% | 0.0% | i | 14.9 | 14.4% | 0.4% | 3.1 | 72 | -10.9% | -12.4%
O=C(CCNC(=O)c1ccccc1)Nc1ccc(F)c(Cl)c1 | -4.5% | 12.7% | -0.3% | i | 35.1 | 0.5% | -3.5% | -0.5 | 88 | 0.8% | -26.5%
O=C(CN1C(=O)NC2NC(=O)NC21)N/N=C/c1ccccc1F (stereo unspecified) | 4.7% | 7.8% | -0.2% | i | 7.9 | 0.1% | -0.5% | -0.2 | 49 | 0.8% | -4.8%
CC(C)[C@H](NC(=O)c1cccc(S(=O)(=O)N2CCCC2)c1)c1nc2ccccc2[nH]1 | -3.4% | 18.4% | 0.2% | i | 21.5 | 0.1% | -0.3% | 1.2 | 40 | -6.6% | -7.0%
CCN(CC(=O)Nc1c(F)cccc1F)C(=O)CCCc1c[nH]c2ccccc12 | -2.0% | 6.6% | -0.1% | i | 63.7 | -0.2% | 8.0% | -0.7 | 48 | -1.5% | -17.2%
Cn1c(=O)c2c(nc(N3CCOCC3)n2Cc2c(F)cccc2Cl)n(C)c1=O | 11.3% | 0.5% | 0.3% | i | 32.4 | -1.1% | -6.7% | -1.2 | 53 | -3.0% | 21.2%
COc1cccc(C(=O)NCCC(=O)NCc2cc(=O)n(C)c(=O)n2C)c1 | 6.2% | 6.9% | -0.2% | i | 41.2 | -0.6% | -2.2% | 0.0 | 85 | -4.1% | 22.9%
O=C(Nc1ccc(O)cc1C(=O)O)c1cccs1 | 5.0% | 6.6% | 0.2% | i | 51.4 | -0.1% | · | -0.1 | 60 | -4.2% | -25.6%[20 µM]
Cc1ccc(-n2c(-c3ccccc3)nnc2-c2cccs2)cc1 | -8.3% | -2.0% | -0.3% | i | 23.0 | -0.9% | 5.1% | 0.5 | 42 | -7.7% | 34.5%
Cc1cccc(N2C(=O)CN(Cc3cccs3)C2=S)c1 | 4.2% | 5.3% | -0.2% | i | 64.8 | -1.5% | 5.2% | 0.1 | 60 | 3.1% | 8.8%
CCN1/C(=C(\O)c2ccccc2)C(=O)c2ccccc2S1(=O)=O | 10.6% | -4.7% | 0.2% | i | 48.4 | -0.8% | -3.4% | 0.3 | 59 | 3.8% | -8.2%
COc1cc(OC)cc(C(=O)N[C@H](C(=O)OCC(=O)Nc2sccc2C#N)C(C)C)c1 | 4.0% | 3.2% | 0.1% | i | 28.7 | 0.1% | -2.7% | 0.2 | 30 | -1.2% | -12.2%
CCSC1=N/C(=C\c2ccc(C(=O)O)cc2)C(=O)S1 | 9.5% | 9.6% | -0.1% | i | 45.4 | -0.2% | -3.3% | 0.2 | 51 | 6.2% | 0.4%
COc1ccc(-c2nnc3ccc(SCC(=O)N4CCCC4)nn23)cc1 | 10.3% | 5.4% | -0.1% | i | 38.5 | -0.2% | -2.3% | 3.6 | 21 | -9.8% | 3.0%
Cc1cccc(N2CCN(C(=O)CCn3c(=O)[nH]c4ccsc4c3=O)CC2C)c1 (stereo unspecified) | 6.7% | -17.5% | -0.1% | i | 26.6 | 0.1% | -1.9% | 4.9 | 43 | -5.3% | -3.0%
O=C(Nc1nc(-c2cccnc2)cs1)c1ccccc1Cl | -8.5% | 11.2% | -0.3% | i | 23.1 | 1.1% | -1.7% | -1.5 | 50 | 4.3% | -1.2%
CCOc1cc(C2C3=C(CCCC3=O)OC3=C2C(=O)CCC3)cc([N+](=O)[O-])c1O | -8.1% | -0.9% | -0.1% | i | 10.6 | 1.3% | -7.8% | 1.6 | 42 | 0.4% | 17.3%[20 µM]

Three entries from above, comma-delimited:
SMILES,GPR35 antagonists,GPR55 antagonists,GPR55 activation,T cell HTS,T cell HTS vesicle-bound %,West Nile virus CPE,KOR beta-arrestin-1,NTR1 agonist,NTR1 agonist cell count 20 µM,Salmonella PhoP GFP,KOR beta-arrestin-2
Cc1cccc(N2CCN(C(=O)CCn3c(=O)[nH]c4ccsc4c3=O)CC2C)c1 (stereo unspecified),6.7%,-17.5%,-0.1%,i,26.6,0.1%,-1.9%,4.9,43,-5.3%,-3.0%
O=C(Nc1nc(-c2cccnc2)cs1)c1ccccc1Cl,-8.5%,11.2%,-0.3%,i,23.1,1.1%,-1.7%,-1.5,50,4.3%,-1.2%
CCOc1cc(C2C3=C(CCCC3=O)OC3=C2C(=O)CCC3)cc([N+](=O)[O-])c1O,-8.1%,-0.9%,-0.1%,i,10.6,1.3%,-7.8%,1.6,42,0.4%,17.3%[20 µM]
